NCOA3 inh: inhibits human SRC3 coactivator; Q9Y6Q9; HEK293 GAL4-SRC3 luciferase reporter, luminescence; inhibition, % at 3.6 µM; 360,000 compounds, 0.17% hits; AID 588352;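 active = inhibition above a per-campaign cutoff, the mean of all compounds plus 3 SD, cut at about 60% in these data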;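 also: 0% = DMSO-treated cells and 100% = gossypol-treated cells at 36 µM; higher means less SRC3-driven luciferase light from the GAL4 reporter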
NCOA2 inhibitor: inhibits human steroid receptor coactivator 2. Q15596. HEK293 GAL4-SRC2 luciferase reporter, luminescence. inhibition, % at 9 µM. 370,000 compounds, 0.17% hits. AID 651957;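 active = inhibition above the mean inhibition of all tested compounds plus 3 SD, set per campaign, cut at about 52% in these data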;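 also: 0% = DMSO treated cells and 100% = cells given Gossypol at 36 µM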
NCOA1 inh: inhibitors of human steroid receptor coactivator 1 (SRC1) | 360,000 compounds, 0.12% hits | HEK293 GAL4-SRC1 luciferase reporter, luminescence | inhibition, % at 3.6 µM | Q15788 | AID 588354;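 active = inhibition above the campaign mean plus 3 SD, with each screening campaign given its own cutoff, cut at about 60% in these data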;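 also: 0% = DMSO treated cells and 100% = gossypol at 36 µM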
LRH-1 inv ag: inverse agonists of human LRH-1 (NR5A2); O00482; HEK293T StAR-luciferase reporter, LRH-1 transfected, 24 h; inhibition, % at 3.6 µM; 360,000 compounds, 0.13% hits;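 active = inhibition above the mean inhibition of all tested compounds plus 3 SD, cut at about 73% in these data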;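 also: 0% = DMSO wells and 100% = reporter-only cells lacking LRH-1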
NOD2 RIPK2 PPI: blocks binding of human NOD2 to RIPK2; O43353; CHO BLA complementation NOD2-RIPK2, CCF4 ratio; AID 624267; inhibition, % at 4.98 µM; 360,000 compounds, 0.38% hits; in the data active = inhibition above about 21%;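 also: 0% = vehicle only and 100% = reference blocker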
Target sequence (O43353 whole entry, looked up): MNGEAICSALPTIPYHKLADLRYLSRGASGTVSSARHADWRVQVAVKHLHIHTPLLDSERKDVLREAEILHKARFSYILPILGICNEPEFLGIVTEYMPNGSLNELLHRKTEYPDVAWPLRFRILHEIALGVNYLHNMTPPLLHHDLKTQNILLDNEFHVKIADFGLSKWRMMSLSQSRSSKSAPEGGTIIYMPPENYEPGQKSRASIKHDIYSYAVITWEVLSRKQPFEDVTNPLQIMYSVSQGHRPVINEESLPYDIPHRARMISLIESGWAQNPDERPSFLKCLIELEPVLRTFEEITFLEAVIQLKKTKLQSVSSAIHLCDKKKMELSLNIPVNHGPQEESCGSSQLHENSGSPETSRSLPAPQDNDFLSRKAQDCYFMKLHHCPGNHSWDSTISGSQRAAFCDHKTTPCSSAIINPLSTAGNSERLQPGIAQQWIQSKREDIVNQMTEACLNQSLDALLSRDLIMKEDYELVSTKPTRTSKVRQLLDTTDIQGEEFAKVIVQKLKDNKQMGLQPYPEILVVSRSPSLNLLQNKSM
Granule exo inh: lytic granule exocytosis inhibition | TALL-104 LAMP-1 surface exposure, flow cytometry; cells stimulated with thapsigargin and PMA | 360,000 compounds, 0.66% hits | inhibition, % at 10 µM | AID 651702;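 active = inhibition above about 55%, limit read from the data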
TROY signal inh: blocks TROY-dependent signaling in reporter cells; Q293 LMP1-TROYcd NF-kB luciferase reporter, 4 h; inhibition, % at 10 µM; 360,000 compounds, 0.98% hits;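 active = compounds whose plate-normalised and pattern-corrected inhibition of the luciferase reporter signal at the single screening dose is 50% or more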
TWEAK-Fn14 inh: TWEAK-Fn14 signaling inhibition | TWEAK-stimulated Fn14 reporter cells, luciferase luminescence, 8 h | AID 1159606 | inhibition, % at 10 µM | 360,000 compounds, 2% hits; in the data active = inhibition above about 50%
ABHD5-PLIN5 inh: ABHD5-PLIN5 protein interaction inhibition; Q00G26+Q8WTS1; Split G. princeps luciferase complementation, luminescence, 4 h; inhibition, % at 4 µM; 360,000 compounds, 0.78% hits;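 active = inhibition above the mean inhibition across every tested compound plus 3 SD, cut at about 22% in these data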;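 also: 0% = DMSO only wells and the 100% control is not disclosed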
COUP-TFII inh: NR2F2 (human) inhibition, primary screen; P24468; HEK293T NGFI-A luciferase reporter, luminescence; inhibition, % at 8.6 µM; 370,000 compounds, 0.7% hits; AID 686940;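 active = inhibition above a per-plate cutoff, mean inhibition of test wells between control levels plus 3 SD, cut at about 38% in these data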;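 also: cells cotransfected with COUP-TFII expression vector driving the NGFI-A reporter; 0% = median of COUP-TF2 test wells and 100% = reporter-only cells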
Target sequence (P24468 whole entry, looked up): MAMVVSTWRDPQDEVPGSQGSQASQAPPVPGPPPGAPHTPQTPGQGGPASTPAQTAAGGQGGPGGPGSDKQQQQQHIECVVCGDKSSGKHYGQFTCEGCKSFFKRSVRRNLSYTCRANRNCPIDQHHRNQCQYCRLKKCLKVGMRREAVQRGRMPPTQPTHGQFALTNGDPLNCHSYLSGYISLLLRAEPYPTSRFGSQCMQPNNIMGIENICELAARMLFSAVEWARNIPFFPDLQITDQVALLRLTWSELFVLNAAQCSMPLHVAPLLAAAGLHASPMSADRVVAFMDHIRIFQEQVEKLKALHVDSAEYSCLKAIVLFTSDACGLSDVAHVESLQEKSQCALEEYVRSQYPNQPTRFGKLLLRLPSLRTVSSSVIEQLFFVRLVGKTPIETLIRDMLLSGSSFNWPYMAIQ
TLR9-MyD88 inh: inhibitors of human TLR9-MyD88 binding | Q9NR96+Q99836 | CHO BLA complementation TLR9-MyD88, CCF4 FRET ratio | inhibition, % at 4.98 µM | 340,000 compounds, 0.21% hits | AID 504734;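 active = inhibition above the mean over all tested compounds plus 3 SD, cut at about 21% in these data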;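 also: 0% = DMSO only wells and 100% = clavulanate BLA inhibitor control wells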
* marks the source's active call; other numbers are inactive results; . = not tested or not shown. Not all compounds are listed. The share of hits here may be higher or lower than overall.

SMILES	NCOA3 inh	NCOA2 inhibitor	NCOA1 inh	LRH-1 inv ag	NOD2 RIPK2 PPI	Granule exo inh	TROY signal inh	TWEAK-Fn14 inh	ABHD5-PLIN5 inh	COUP-TFII inh	TLR9-MyD88 inh
Cc1ccc(S(=O)(=O)CCC(=O)OCC(=O)NC(C)c2ccccc2)cc1 (stereo unspecified)	-4	-1	-5	0	4	-4	-2	4	-8	-29	13
CCOC(=O)/C(C#N)=N/Nc1ccc(S(=O)(=O)N2CCc3ccccc32)cc1	3	-6	16	16	-9	-4	52*	36	4	11	17
COc1ccc(NC(=O)/C=C/c2ccccc2[N+](=O)[O-])c(OC)c1	6	-19	-2	-6	8	0	-19	-13	-3	-18	0
CC1=C(C(=O)N(C)C)CC(CC(=O)NCc2cccc3ccccc23)C(=O)N1CCCN1CCCC1=O (stereo unspecified)	22	-7	2	20	1	0	-15	8	6	-19	-1
Cc1cc(C(=O)N2CCN(Cc3ccc4c(c3)OCO4)CC2)on1	-3	-7	-65	-16	-2	-2	-13	5	-2	-2	0
COCCn1ccc(O)c(Cc2ccccc2)c1=O	4	-9	1	16	2	5	24	3	-2	10	5
COc1ccc(NC(=O)Cn2cc(C#N)c3ccccc32)cc1	6	5	-26	5	0	0	-1	-16	4	6	-5
COC(=O)c1ccc2nc3c(cc2c1)[C@@H]1CCN2C(=O)CCC[C@H](C3)[C@H]12	6	-36	-34	-9	1	-6	-47	-22	13	-10	-2
CCC1SC(CC)C(=O)N(CC(=O)NCCc2ccccc2)C1=O (stereo unspecified)	-2	-22	-47	3	15	-2	-2	-11	-6	-24	10
Cc1onc(-c2c(Cl)cccc2Cl)c1C(=O)NC1C(=O)N2C1SC(C)(C)C2C(=O)O (stereo unspecified)	6	-16	1	9	0	-1	9	13	-3	-2	4
CCS(=O)(=O)c1ccc2oc(=O)c(/C=C(\O)c3ccc(Cl)cc3)nc2c1	-12	-19	-8	9	4	-2	10	-1	-8	-12	0
CCOCCCn1c(SCC(=O)Nc2ccc(NC(C)=O)cc2)nc2ccccc2c1=O	2	-22	11	1	1	-7	8	-9	-3	6	-1
Cc1ccc(C)c(C(C)NC(=S)NC2CCCCC2)c1 (stereo unspecified)	-1	6	-10	23	-3	-2	7	15	-6	15	-17
CCOC(=O)c1ccccc1NS(=O)(=O)c1ccccc1F	3	-11	14	-12	-9	-2	-22	21	0	5	-11
O=C(CCCCCNC(=O)N1CCn2c1nc1ccccc12)N[C@@H](C(=O)O)c1ccccc1	23	-15	-12	8	1	-3	9	10	0	6	-6
COc1ccc(CN2CCN(C(=O)c3ccccc3C(=O)c3ccccc3)CC2)cc1F	6	5	-3	6	-8	-1	24	-9	-2	24	5
CC(Sc1ncnc2sccc12)C(=O)Nc1ccc(C(N)=O)cc1 (stereo unspecified)	6	11	-10	-3	-2	-3	2	-1	-2	3	-2
CCCCc1ccc(C(=O)NC(C(=O)O)C(C)C)cc1 (stereo unspecified)	-19	-4	-1	-5	-4	-4	8	5	0	-8	-1
Cc1ccc(/C=N/NC(=O)CNC(=O)c2cccc([N+](=O)[O-])c2C)o1	-5	3	-9	1	-7	-1	5	-2	-3	13	3
NS(=O)(=O)c1cccc(NC(=O)c2cccs2)c1	17	6	-7	6	1	0	8	0	-6	0	-5
COc1ccc(NC(=O)COC(=O)Cn2nnc3ccccc32)cc1	5	13	20	7	2	-1	16	2	8	-2	4
COC(=O)c1c(C)cc(OC(C)=O)c(C)c1OC(C)=O	18	16	23	3	-7	-2	1	3	0	-1	-3
CC#CC(=O)N1CCC(CCc2ccccc2)(C(=O)OCC)CC1	11	4	-27	6	-9	1	1	10	4	2	5
O=C(COc1ccc(N2C(=O)c3ccccc3C2=O)cc1)c1ccccc1	10	-4	-3	13	3	-1	-5	-6	1	-8	-6
O=C(Nc1cccc(-c2nn[nH]n2)c1)c1csc2c1CCCC2	4	.	-47	-14	-4	0	-4	8	-8	.	-4

Next records follow.
SMILES	NCOA3 inh	NCOA2 inhibitor	NCOA1 inh	LRH-1 inv ag	NOD2 RIPK2 PPI	Granule exo inh	TROY signal inh	TWEAK-Fn14 inh	ABHD5-PLIN5 inh	COUP-TFII inh	TLR9-MyD88 inh
O=C(O)c1cccc(CSc2nnc(Cc3ccccc3)o2)c1	-49	1	-46	-57	-9	1	-38	13	-3	16	-8
C=CCOc1ccc2ccccc2c1CNn1c(C)n[nH]c1=S	-3	13	-21	-2	8	21	-12	-24	-3	17	3
COc1ccc(OC)c(-n2nnnc2SCC(=O)O)c1	2	-16	-14	-1	-3	0	-32	-18	-2	-4	1
Cc1ccccc1C(=O)c1cccn1CC(=O)NCc1ccccc1	3	-27	-3	8	2	1	-28	-8	-5	6	-8
COc1ccc(CNC(=O)CC(C)c2ccccc2)cc1 (stereo unspecified)	3	-16	-16	0	-11	-1	1	-16	-2	12	9
Cc1cc(C)n(-c2nc(SCCN(C)C)c3c4c(sc3n2)COC(C)(C)C4)n1	20	-8	2	21	-1	1	10	-39	3	0	-7
Cc1ccc(S(=O)(=O)NCCC(=O)O)cc1	17	4	5	18	-24	2	-1	-11	11	0	1
O=C(COc1ncnc2c(Cl)cc(Cl)cc12)NCCC1=CCCCC1	-21	-1	-4	-17	-7	-7	5	-38	-1	2	0
Cc1cc(C)cc(N(CC(=O)NC(C)(C)C)C(=O)CNC(=O)c2cccs2)c1	9	2	7	-2	-9	-2	14	21	0	-5	-6
CCOc1ccccc1C(=O)NCC(=O)Nc1ccc(-c2ccccc2)cc1	-13	-21	-2	-2	-5	-3	-25	-20	0	-25	-1
O=C(Nc1cc(Cl)ccc1Cl)c1noc2c1CCCC2	-4	-20	0	4	2	-1	-21	4	-9	-1	6
O=C(CC1CCCC1)NCCc1cn2ccccc2n1	2	-15	-1	-4	-4	7	-18	8	-4	-6	4
O=C1c2ccccc2-c2c1cccc2C(=O)N1CCCCC1	-4	5	9	-4	-18	-1	-3	9	8	7	2
Cc1ccc(C)c(Cn2c3ccccc3c3cnn(CC(=O)NCCCN4CCCCC4)c(=O)c32)c1	-9	10	5	12	21*	21	-24	-9	16	10	-8
Cc1noc(C)c1S(=O)(=O)Nc1ccc2c(c1)CC(=O)N([C@H](C)CO)C[C@H](C)[C@@H](CN(C)CC1CC1)O2	-17	-6	-18	24	1	-4	-4	-5	-5	3	-13
O=C(Nc1ccc2nc(-c3cccnc3)[nH]c2c1)C12CC3CC(CC(C3)C1)C2	-37	-29	-34	-8	-43	3	-46	-53	2	-19	0
CCc1ccccc1NC(=O)CNC(=O)CCc1nc2sc3c(c2c(=O)[nH]1)CCCC3	-6	-2	-9	-2	6	-9	29	-12	-10	-4	-5
Cc1cc(C)c(C(=O)CSc2n[nH]c(=O)n2C2CC2)cc1C	16	8	8	-5	2	-2	23	19	-3	9	-13
COCCOC(=O)C1=C(C)NC(=O)NC1c1cccc2ccccc12 (stereo unspecified)	5	11	-5	-10	2	-6	-1	17	-3	32	-2
COC(=O)c1ccc2c(c1)NC(=O)c1ccccc1S2	-11	-2	26	0	7	-6	4	8	4	21	7
CCOC(=O)CNC(=O)C(Cc1ccccc1)NS(=O)(=O)c1ccc2c(c1)CCC(=O)N2 (stereo unspecified)	2	-19	-11	16	1	-2	0	-6	-7	11	6
COC(=O)c1c(NC(=S)Nc2cc(OC)c(Cl)cc2OC)sc2c1CCCCC2	15	1	-8	11	-3	6	-4	9	-8	-8	-3
COc1ccc(Cl)cc1NC(=O)c1cc(-c2cc(C)ccc2O)n[nH]1	-1	7	-6	6	-6	-4	1	-12	3	-3	1
O=C(Nc1ccccc1)c1cccc(S(=O)(=O)NC2CCCC2)c1	19	11	21	12	-9	0	3	23	2	15	-13
O=C(NCc1ccncc1)C(=O)NCC1OCCN1S(=O)(=O)c1cc(F)ccc1F (stereo unspecified)	-4	4	-4	-11	-15	4	-8	-16	6	1	-2

Additional records:
SMILES	NCOA3 inh	NCOA2 inhibitor	NCOA1 inh	LRH-1 inv ag	NOD2 RIPK2 PPI	Granule exo inh	TROY signal inh	TWEAK-Fn14 inh	ABHD5-PLIN5 inh	COUP-TFII inh	TLR9-MyD88 inh
O=C(COC(=O)C1CC2C=CC1C2)Nc1cccc(S(=O)(=O)N2CCCCC2)c1 (stereo unspecified)	6	9	7	-34	8	-2	23	24	-8	-1	8
Cc1cc(C)cc(N2C(=O)CSC2c2ccccn2)c1 (stereo unspecified)	12	-2	0	-2	-6	-12	-7	16	-1	-3	6
O=C(CCc1c[nH]c2ccccc12)NCC1COc2ccccc2O1 (stereo unspecified)	7	16	-12	8	1	8	6	15	-2	-12	3
O=C(Nc1nc(-c2ccncc2)cs1)C1COc2ccccc2O1 (stereo unspecified)	10	-28	22	-32	6	0	32	22	-4	-5	10
O=C(Nc1ccc(C(=O)O)cc1)/C(=C\c1ccco1)NC(=O)c1ccccc1Cl	-15	26	-5	0	-15	-4	-5	-6	0	-13	8
O=C(CSc1ccccn1)N/N=C/c1c[nH]c2ccccc12	-12	-9	-16	3	-3	-2	-25	10	0	-8	7
Cc1noc(C)c1CSCC(=O)Nc1ccc(Br)cc1Cl	10	-1	6	-13	2	-5	16	-24	0	7	-5
Cc1cn([C@H]2C[C@H](O)[C@@H](CNCc3ccc4ncccc4c3)O2)c(=O)[nH]c1=O	-3	-18	4	10	1	-4	-12	-2	0	-10	2
O=C1c2ccccc2C(=O)N1c1cc([N+](=O)[O-])ccn1	-17	-11	-11	-8	-7	-3	-7	3	-8	-6	-1
Cc1ccc(NC(=O)CSc2nnc(CNC(=O)c3ccco3)n2C)cc1C	-12	-18	-4	6	-7	0	-12	-3	-3	-7	-8
C=CCNC(=O)c1ccccc1NC(=O)COc1ccc(OC)cc1	3	-6	-24	6	-11	2	-2	-9	2	1	0
Cn1c(SCC(=O)Nc2ccccc2)nc2c([nH]c3ccccc32)c1=O	-6	4	6	1	-33	-1	3	-6	2	-17	6
CC(C)(C)c1cc(C(=O)Nc2cccnc2)cc(C(=O)Nc2cccnc2)c1	12	-15	24	31	-7	4	-11	-18	1	10	5
Cc1ccc(C)c(NC(=O)C(OC(=O)c2ccc(C)s2)c2ccccc2)c1 (stereo unspecified)	18	15	-13	6	7	2	-3	7	6	12	-1
Cc1ncc([N+](=O)[O-])n1CC(=O)NCc1ccccc1	-17	8	-6	-15	-1	-1	15	4	-6	-9	-7
Cc1ccc2c(CSc3nnc(C4CC4)n3N)cc(=O)oc2c1C	-23	-15	-18	-23	-13	-2	2	-2	-1	-15	-1
CC(=O)c1ccc(NS(=O)(=O)c2cc3c(cc2C)N(C(C)=O)CCO3)cc1	5	-7	0	-8	4	17	17	-3	7	-24	3
C=CCn1c(SCCC#N)nnc1-c1ccncc1	-8	1	6	0	2	-5	-6	-8	-1	7	-1
O=C(O)c1ccc(S(=O)(=O)c2ccc3c(c2)C(=O)N(c2ccccc2[N+](=O)[O-])C3=O)cc1	10	-2	-14	6	-2	-2	-17	-3	-3	-6	-4
CN(C)S(=O)(=O)c1cccc(NC(=O)COC(=O)c2cccc(S(=O)(=O)N3CCc4ccccc4C3)c2)c1	10	13	-1	12	-6	4	28	31	-2	-15	-1

Single values from the list:
ABHD5-PLIN5 inh with CN(C)S(=O)(=O)c1cccc(NC(=O)COC(=O)c2cccc(S(=O)(=O)N3CCc4ccccc4C3)c2)c1 is entered as -2
NCOA2 inhibitor with Cc1noc(C)c1CSCC(=O)Nc1ccc(Br)cc1Cl is entered as -1
